Source: PubChem
IDE inh – human IDE inhibitors in live cells, primary screen, fluorescence polarization, HEK cells, FAbetaB substrate. Insulin-degrading enzyme (Homo sapiens), P14735. FAbetaB cleavage. inhibition, % at 5.59 µM. actives 0.41% (n = 320,000). AID 434962, 2010;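 active means percent inhibition above the average of all tested compounds plus 3 SD, set per screening campaign, cut at about 16% in these data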;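 further: IDE supplied by intact live HEK cells; FP after avidin binding of uncleaved biotin substrate so inhibition keeps polarization high; 0% = DMSO wells and 100% = 60 µM reference IDE inhibitor Ii1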
PfM18AAP inh – PfM18AAP inhibitors, malaria aminopeptidase, primary screen, biochemical, QFRET, recombinant enzyme. M18 aspartyl aminopeptidase (Plasmodium falciparum 3D7). H-Glu-NHMec fluorogenic cleavage. inhibition, % at 7.35 µM. actives 1.2% (n = 290,000). AID 1822, 2009;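 active means inhibition above the campaign mean inhibition over all tested compounds plus 3 SD, cut at about 28% in these data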;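 further: 0% = plate median of test compound wells and 100% = 2 mM ZnCl2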
SUMO HTRF inh – inhibitors of in vitro SUMOylation cascade, primary screen, biochemical, HTRF, uHTS | AID 2006, 2009 | actives 0.36% (n = 290,000) | HTRF SUMOylation assay, SAE1/SAE2 + UBC9 | inhibition, % at 35 µM; in the data active means inhibition above about 50%, passing the limit was not always enough; further: strong numbers were not always called active
Target sequence (P63279 whole entry, looked up): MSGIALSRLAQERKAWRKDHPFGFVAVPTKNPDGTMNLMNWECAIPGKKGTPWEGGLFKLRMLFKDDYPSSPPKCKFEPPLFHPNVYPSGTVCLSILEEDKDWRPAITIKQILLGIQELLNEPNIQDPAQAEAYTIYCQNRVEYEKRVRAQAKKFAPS
VIM-2 inh – VIM-2 metallo-beta-lactamase inhibitors, primary screen, biochemical, epi-absorbance readout, Pseudomonas aeruginosa enzyme; inhibition, % at 5.6 µM; actives 0.89% (n = 290,000); AID 1527, 2009; purified VIM-2, nitrocefin hydrolysis, epi-absorbance fluorescence;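 active means inhibition above the mean of all tested compounds plus 3 SD, cutoff set per screening run, cut at about 7.5% in these data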;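 further: red hydrolysis product quenches plate fluorescence so inhibitors raise well fluorescence; 0% = enzyme with DMSO and 100% = DMSO without enzyme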
IDE act – human IDE activators in live cells, primary screen, fluorescence polarization, HEK cells, FAbeta-B substrate; FAbeta-B cleavage; 0% vehicle, 100% cell-free pure enzyme wells; activation, % at 5.96 µM; actives 0.073% (n = 340,000); AID 493087, 2011;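 active means activation above the mean of all tested compounds plus 3 SD, set per screening campaign, cut at about 17% in these data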
IMP-1 inhibitor – IMP-1 metallo-beta-lactamase inhibitors, primary screen, biochemical, epi-absorbance readout, Pseudomonas aeruginosa enzyme; metallo-beta-lactamase IMP-1 (Pseudomonas aeruginosa); inhibition, % at 5.6 µM; actives 0.45% (n = 290,000); AID 1556, 2009; purified IMP-1, nitrocefin hydrolysis, epi-absorbance fluorescence;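 active means inhibition above the mean plus 3 SD of all compounds in the same screening run, cut at about 4.5% in these data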;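 further: 0% = IMP-1 with DMSO and 100% = DMSO wells lacking enzyme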
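System: Purified recombinant IMP-1 metallo-beta-lactamase enzyme | Measured by: Fluorescence quenching readout, ex 480/em 530 nm | Replication: Singlicate | Incubation: 15 min preincubation plus 25 min reaction at 25 °C | Evaluation: Percent inhibition from optical density relative to buffer-blank wells | Benchmarks: DMSO with and without IMP-1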
NS3 helicase inh – inhibitors of HCV NS3 helicase, primary screen, biochemical, Cy5 molecular beacon fluorescence. NS3 helicase DNA unwinding. inhibition, % at 10.9 µM. actives 0.56% (n = 290,000);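 active means inhibition above the mean of all tested compounds plus 3 SD, set per campaign, cut at about 35% in these data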;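 further: 0% = DMSO wells and 100% = thioflavine S control wells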
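Compound dosing – single dose, 10.9 µM nominal final, DMSO 0.8% final · System – NS3 helicase fragment of HCV · Buffer or medium – MOPS pH 6.5, MgCl2, DTT, Tween20, BSA · Signal – Cy5 beacon fluorescence read at start and 1 h · Also added – annealed dual-labelled DNA beacon duplex, ATP-started · Schedule – 1 h at 25 °C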
FID counter – compounds displacing fluorescent DNA intercalator, primary screen, artefact control for HCV NS3 helicase inhibitor project, biochemical, FID fluorescence | DNA fluorescent intercalator displacement | inhibition, % at 7.9 µM | actives 0.17% (n = 290,000); in the data active means inhibition above about 37%;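 further: 0% = vehicle and 100% = reference compound; higher means more ethidium bromide displaced from hairpin DNA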
pCIP destab – p/CIP-EGFP fusion destabilizers, primary screen, fluorescence, F442A cells; Q05BA5; 16 h; decrease of EGFP signal, % at 10 µM; actives 0.01% (n = 290,000);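 active means EGFP signal decrease of at least 30% at 10 µM or well 3 SD below plate mean, unless failing retest; inactive means the rest, including hits failing retest or dose response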; further: some compounds called inactive have numbers as strong as hits; many of its hits are not listed in these tables
Numbers without * were called inactive; · = not tested or not shown; & = joins results of further samples.

SMILES	IDE inh	PfM18AAP inh	SUMO HTRF inh	VIM-2 inh	IDE act	IMP-1 inhibitor	NS3 helicase inh	FID counter	pCIP destab
CSc1nsc(SCC(=O)NCc2ccccc2)n1	0.9	4.2	-1.0	-1.3	2.5	-3.2	10.1	-0.2	-4.0
Cc1c(OC(C)C(=O)NCc2cccnc2)ccc2c3c(c(=O)oc12)CCCC3 (stereo unspecified)	1.3	5.9	9.3	13.6*	-0.5	-1.5	-0.3	-40.2	-4.7
COc1ccc2c(c1)c1nnc(SCC(=O)N3C(C)CCCC3C)nc1n2C (stereo unspecified)	0.9	2.0	5.4	-0.2	3.8	-1.3	-2.6	3.5	-8.2
CCOC(=O)C1CCCN(Cc2nc(N)nc(Nc3ccc(C)cc3)n2)C1 (stereo unspecified)	4.8	8.6	4.6	-4.3	2.3	-4.8	-5.2	-13.3	-7.8
CCc1ccc(C2C3=C(CCCC3=O)OC3=C2C(=O)CCC3)cc1	3.4	2.1	-17.0	-2.6	-7.2	-1.9	-9.3	-31.4	-7.9
c1ccc(Nc2cccc(Nc3ccccc3)c2)cc1	2.9	2.5	-29.4	-1.4	-1.4	-2.4	20.9	4.9	-0.8
CC(=O)NC(CC(=O)NCC(=O)Nc1ccc(F)c(F)c1)c1ccccc1 (stereo unspecified)	-4.0	-0.6	9.3	-2.4	0.2	-2.5	-9.1	-5.4	5.2
Cc1ccc(NC(=O)CCn2c(=O)c3cccn3c3ccccc32)cc1C	9.9	-3.9	1.8	-7.4	0.5	-3.6	-4.2	-36.5	-8.7
O=C(NCc1ccccn1)[C@H]1C[C@@H]1[C@H](NP(=O)(c1ccccc1)c1ccccc1)c1ccccc1	-3.0	-0.9	11.9	0.2	3.8	0.7	-2.4	-36.3	-7.6
COCCNCCOCCOc1ccc(Cl)c(C)c1	-0.5	6.9	-5.2	-4.9	-3.7	-3.2	-11.1	5.9	-26.9
COc1cc(/C=C/C(=O)N2C(=O)c3cccc(N)c3C2=O)cc(OC)c1OC	-0.6	7.2	12.7	-0.7	7.3	0.7	2.1	5.5	-3.0
Cc1c(Cl)cnc(NC(=O)COC(=O)c2ccc3c(c2)OCO3)c1Cl	7.1	13.3	1.2	-1.5	-1.5	-3.3	8.8	-10.7	-7.2
CCOc1ccc2oc(C(=O)O)c(C)c2c1	-0.6	-17.7	27.8	-4.0	-3.2	-2.7	1.7	-0.4	-3.8
COc1ccc(C(=O)NC(CCSC)C(=O)N2CCCCCC2)cc1 (stereo unspecified)	4.2	-0.6	2.4	-1.2	8.6	-4.1	-4.3	-22.1	-13.3
COc1ccc(-c2csc(Nc3ccc(C)cn3)n2)cc1OC	1.8	-0.1	-2.9	-3.0	-0.6	-2.3	-34.7	-17.3	-5.7
CCN(CC)S(=O)(=O)c1ccc(N2CCOCC2)c(NC(=O)C2CCCO2)c1 (stereo unspecified)	2.4	0.7	22.3	-0.1	0.9	-1.1	-0.9	-20.6	-4.3
C/C(CC(=O)Nc1cc(Cl)ccc1Cl)=N\NC(=O)c1ccco1	1.3	-5.5	3.0	-4.4	-5.6	-4.3	0.9	-10.0	-6.0
CCn1nc(C)c(/C=N/NC(=O)Cn2nc(C)cc2C)c1C	-1.1	-2.5	-1.2	-0.5	4.9	-0.1	-2.7	-4.7	5.5
CCCn1c(=O)c(C(=O)NNC(=O)Cc2ccccc2)c(O)c2ccccc21	5.8	5.7	-5.8	-2.2	4.0	-2.7	4.0	-10.0	8.1
c1ccc(-c2nc(NC3CCCC3)c3ccccc3n2)cc1	1.6	-12.0	0.9	1.4	4.9	0.0	-34.2	21.3	5.7
O=C(NC1CCCCC1)N1CCCC(c2nc(-c3cccs3)no2)C1 (stereo unspecified)	9.8	-5.1	12.7	-3.0	-4.0	-0.9	-1.6	-25.2	-6.3
Cc1[nH]nc2c1C1(C(=O)N(Cc3ccc(Cl)cc3)c3ccccc31)C(C#N)=C(N)O2 (stereo unspecified)	-4.2	1.9	-5.1	-1.6	5.2	-1.6	-19.4	-29.6	4.0
COC(=O)c1ccccc1NC(=S)N(C)C	9.3	1.9	9.9	-1.6	5.5	-1.8	7.7	-3.3	-2.6
CC(=O)Oc1ccc2occ(-c3ccccc3)c2c1	-0.7	9.2	-0.8	-3.1	-4.9	-1.8	-9.9	-9.0	3.6
COc1ccc(NS(=O)(=O)c2ccc(Oc3cccc(C(=O)O)c3)cc2)cc1	-4.0	-12.2	5.9	-0.6	4.2	-1.3	19.0	-36.0	5.6
COc1ccccc1N1CCN(S(=O)(=O)CCNC(=O)c2ccc(OC(C)C)cc2)CC1	5.7	2.3	-2.9	-4.6	-0.9	-1.7	-10.0	-66.4	-9.4
Cc1cccc(NC(=O)c2ccc([N+](=O)[O-])cc2Cl)n1	0.4	4.0	-2.6	-0.6	-1.9	-4.3	1.8	5.6	-14.7
COCCCN1C(=O)c2ccc(C(=O)OCC(=O)NCCc3ccccc3)cc2C1=O	6.2	-10.4	-7.6	1.1	4.7	-0.2	-6.6	-6.5	22.3
CN(C)S(=O)(=O)c1cccc(NC(=S)NCc2ccc3c(c2)OCO3)c1	-1.3	-10.4	-1.9	-2.2	-3.3	-1.2	-17.5	-9.8	6.2
COC(=O)C(CCSC)NC(=O)CNC(=O)C1CCCCC1 (stereo unspecified)	-0.2	-2.8	0.8	-1.5	2.2	-2.8	-5.9	-0.8	2.3
C/C(N)=C(/C#N)C(=O)CSc1nnc(SCc2ccc(Cl)cc2)s1	4.6	-0.4	10.9	-4.5	-0.5&1.6	-1.4	-12.7	-8.8	1.6
O=C(NC1(C(F)(F)F)C(=O)Nc2c1c(=O)[nH]c(=O)n2Cc1ccco1)C1CC1 (stereo unspecified)	-0.8	2.6	5.6	-4.2	0.1	-3.2	7.7	0.7	-4.8
CCNS(=O)(=O)c1ccc(CCC(=O)N2CCN(c3ccccc3F)CC2)cc1	4.7	-2.1	17.6	2.0	8.0	1.3	-4.8	-27.8	-22.5
COC(=O)COc1ccc(S(=O)(=O)NCc2cccnc2)cc1C	5.9	-1.0	4.8	-2.4	1.7	-2.1	4.2	-5.6	4.1
Cc1cccc(C)c1NC(=O)COC(=O)CCc1ccc(S(=O)(=O)N2CCCCC2)cc1	-3.9	8.1	-4.5	-2.3	0.2	-1.3	-2.3	-30.6	-12.7
COc1cccc(-n2nc3c(-n4ncc(C#N)c4N)nnc(C)c3c2C)c1	1.2	4.1	17.3	-1.6	0.1	-1.6	-1.4	-8.9	-2.6
O=C(CNc1cccc2ccccc12)N/N=C/C=C/c1ccco1	5.3	1.0	97.5*	-2.3	2.5	-1.9	-2.0	-6.8	-17.2
O=C(Nc1ccc(Br)cn1)c1ccc([N+](=O)[O-])cc1Cl	-4.2	1.2	-5.6	-0.5	5.5	-2.7	0.4	4.9	-3.1
COC(=O)c1cc([N+](=O)[O-])c(-n2cncn2)c([N+](=O)[O-])c1	·	83.1*	11.6	-1.7	0.1	-3.5	12.0	9.4	-5.7
S=c1[nH]ncn1NCc1ccc(Cl)cc1Cl	0.6	26.4	14.0	-1.6	-47.1	-5.2	-3.0	-5.1	-0.2
COc1ccc2cc(C(=O)N3CCCCCC3)sc(=O)c2c1OC	-0.4	4.8	3.3	-1.6	7.9	-4.0	-2.3	-21.4	-9.1
Cc1ccc(S(=O)(=O)CCC(=O)Nc2ccccc2Br)cc1	1.5	-11.2	-0.2	-2.2	2.7	-3.6	-0.7	-11.4	-3.8
COCC(=O)N/N=C/c1c(C)[nH]n(-c2ccccc2)c1=O	-1.9	1.0	5.8	-5.2	·	-3.7	6.4	1.5	9.6
S=c1[nH]ccn1-c1c(Cl)cccc1Cl	1.2	1.3	7.3	-1.2	3.9	-3.1	0.6	-3.6	0.6
Cc1c(C(=O)N2CCN(c3cccc(Cl)c3)CC2)cccc1[N+](=O)[O-]	-2.3	8.4	1.7	-1.8	1.7	-3.1	-7.8	-17.5	0.1
COc1ccc(-n2sc3c(c2=S)-c2cc(OC)ccc2NC3(C)C)cc1	-2.6	1.4	-21.6	-0.4	-1.6	-0.6	-17.7	-2.2	-9.0
C#CCOC(=O)C(NC(=O)c1ccccc1)=C(C)C	1.6	3.2	7.8	-2.6	-5.3	-4.6	-1.7	0.2	-8.8
Cc1ccc(S(=O)(=O)Nc2ccc3c(c2)CCC3)cc1	13.4	-0.2	-17.9	-0.6	-1.4	-3.6	-5.2	-12.8	1.9
Cc1cc(Cl)ccc1NC(=O)CCC(=O)N/N=C/c1cccnc1	·	12.8	12.0	-2.1	0.6	-3.6	1.6	-12.8	-8.0
Fc1cccc(/C=N/Nc2ncnc3nc[nH]c23)c1	0.1	29.7*	6.0	3.6	4.5	0.4	5.5	-3.4	-0.7
Cc1cc(C)n(-c2nc3ccccc3nc2N2CCN(C(=O)c3ccc(Cl)cc3)CC2)n1	1.8	-2.4	3.5	-2.8	6.2	-2.6	-5.4	-22.9	-3.7
Cc1cc(=O)oc2cc(OCc3ccc(C(=O)OCC(=O)NC4CCS(=O)(=O)C4)cc3)ccc12 (stereo unspecified)	-0.1	0.3	13.2	3.2	7.4	2.3	26.1	-8.8	-1.3
Cc1ccc(-c2csc(NC(=O)c3ccc([N+](=O)[O-])o3)n2)cc1	0.2	0.9	-2.3	-2.6	8.9	-2.8	2.0	1.7	-12.6
O=C(/C(C=Nc1ccc(F)cc1)=C(/O)c1ccco1)C(F)(F)F	4.2	-7.3	-4.3	-1.0	-1.4	-0.6	3.4	0.1	-12.3
Cc1ccc(S(=O)(=O)N(C)C)cc1NS(=O)(=O)c1ccc(Cl)s1	3.0	8.8	9.5	1.1	4.1	-2.0	5.6	-13.3	-1.8
CCN1CCN(c2ncnc3c2nnn3Cc2ccccc2)CC1	8.3	-12.8	-0.6	0.0	8.4	-3.0	-6.3	-2.6	-1.1
